Assay outcomes as filed in PubChem.
CHRM1 agonist: activates human CHRM1 receptor | CHO-K1 hM1, Fluo-8 calcium fluorescence, agonist mode; 0% DMSO, 100% acetylcholine EC100 | activation, % at 3 µM | actives 0.33% (n = 360,000) | P11229 | AID 588814;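 active = activation above the run's mean compound activation plus 3 SD, cut at about 16% in these data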;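 note: peak over basal fluorescence ratio within a 140 s kinetic read after compound addition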
Target sequence (P11229 whole entry, looked up): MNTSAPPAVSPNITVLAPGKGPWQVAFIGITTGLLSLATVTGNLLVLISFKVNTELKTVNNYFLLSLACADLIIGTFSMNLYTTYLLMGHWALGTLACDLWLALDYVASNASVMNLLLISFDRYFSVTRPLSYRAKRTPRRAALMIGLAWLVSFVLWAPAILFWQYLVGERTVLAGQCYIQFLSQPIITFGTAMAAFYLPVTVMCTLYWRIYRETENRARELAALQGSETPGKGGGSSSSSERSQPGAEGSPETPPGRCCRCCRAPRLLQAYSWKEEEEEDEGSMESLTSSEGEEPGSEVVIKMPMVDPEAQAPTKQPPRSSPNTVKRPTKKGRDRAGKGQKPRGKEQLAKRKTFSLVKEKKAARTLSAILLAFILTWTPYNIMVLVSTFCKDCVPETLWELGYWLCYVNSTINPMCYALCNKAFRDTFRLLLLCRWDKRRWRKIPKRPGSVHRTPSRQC
CHO-K1 Ca antag: M1 antagonist counterscreen hit in parental CHO-K1 cells. ATP-induced calcium, Fluo-8 fluorescence. inhibition, % at 3 µM. actives 0.6% (n = 360,000). AID 602250;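 active = inhibition above a per-plate cutoff, the plate's mean sample inhibition plus 3 SD, cut at about 24% in these data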;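 note: 0% = DMSO plus EC80 ATP and 100% = DMSO alone without ATP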
TAAR1 antag: antagonists of human TAAR1; Q96RJ0; CHO RD-HGA16 TAAR1, Fluo-8 calcium fluorescence, antagonist; inhibition, % at 3 µM; actives 1.5% (n = 360,000); AID 624466;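 active = inhibition above a per-plate cutoff, the mean inhibition of test compounds on that plate plus 3 SD, cut at about 49% in these data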;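 note: 0% = DMSO plus EC80 beta-PEA response and 100% = DMSO alone without agonist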
Target sequence (Q96RJ0 whole entry, looked up): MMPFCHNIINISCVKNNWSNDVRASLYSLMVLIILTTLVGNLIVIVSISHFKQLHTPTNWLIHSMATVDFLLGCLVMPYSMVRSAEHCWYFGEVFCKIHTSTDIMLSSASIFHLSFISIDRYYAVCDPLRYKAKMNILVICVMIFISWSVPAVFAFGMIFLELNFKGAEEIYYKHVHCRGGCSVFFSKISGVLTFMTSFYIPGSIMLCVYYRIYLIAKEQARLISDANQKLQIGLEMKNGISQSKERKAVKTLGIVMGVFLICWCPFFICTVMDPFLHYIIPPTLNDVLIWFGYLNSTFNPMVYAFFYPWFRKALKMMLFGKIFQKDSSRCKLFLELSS
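Test system – hTAAR1-expressing CHO RD-HGA16 cells, Gα16-coupled · Also added – β-PEA at EC80 concentration, post-compound challenge · Compound – 3 µM, single point · Incubation – dye loading 75 min at 37 °C, then 30 min room temperature · Measured by – Fluo-8 intracellular calcium dye fluorescence, real-time kinetic reads · Benchmarks – vehicle and agonist controls · Replicates – singlicate, one well per test compound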
M1 antag: blocks human M1 muscarinic receptor | CHO-K1 hM1, Fluo-8 calcium fluorescence, ACh EC80 antagonist | inhibition, % at 3 µM | actives 1.3% (n = 360,000) | AID 588852;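 active = percent inhibition above its own plate's cutoff, namely the mean of that plate's compound wells plus 3 SD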;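 note: peak over basal fluorescence ratio during 140 s after agonist addition; 0% = ACh EC80 plus DMSO and 100% = DMSO alone without agonist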
OXTR potentiator: human OXTR potentiation; CHO-OTR cells, Fluo-8 calcium fluorescence, potentiator mode; 0% = oxytocin EC15, 100% = EC100; actives 0.061% (n = 320,000); P30559; activation, % at 3 µM;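 active = activation above that plate's cutoff, the mean activation of tested compounds plus 3 SD, cut at about 6.6% in these data, passing the limit was not always enough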;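 note: 100% uses oxytocin at 75 nM as the full agonist control; some results filed as inactive read as strong as hits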
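assay system = CHO-OTR cells, human receptor | schedule = compound 6 min at room temperature before oxytocin, 100 s read | detection = Fluo-8 intracellular calcium fluorescence, ex 470-495, em 515-575 nm | evaluation = normalized max/min fluorescence ratio, % activation | control set = EC15 oxytocin alone as 0%, 75 nM oxytocin (EC100) as 100%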
TAAR1 ag: human TAAR1 agonism | actives 0.99% (n = 360,000) | Q96RJ0 | CHO RD-HGA16 TAAR1, Fluo-8 calcium fluorescence; vehicle wells 0%, saturating PEA agonist 100% | activation, % at 3 µM;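 active = activation above the mean activation of all test compounds in the run plus 3 SD, cut at about 38% in these data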
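Benchmarks: low control DMSO, high control PEA (EC100); System: CHO RD-HGA16 cells carrying human TAAR1 plus Gα16; Detection: Fluo-8 fluorescence, 5 s baseline then 140 s kinetic read; Schedule: 17-24 h plating, Fluo-8 75 min 37 °C, 30 min RT; Read-out basis: % activation from peak over basal fluorescence ratio, DMSO-to-PEA scaled.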
M1 ag parental: M1 agonist counterscreen hit in parental CHO-K1 cells; Fluo-8 calcium fluorescence; scaled to maximal ATP response, vehicle zero; activation, % at 3 µM; actives 0.48% (n = 360,000); AID 602248; in the data active = activation above about 15%;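 note: untransfected CHO-K1 host cells lacking M1 receptor as counterscreen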
CHO parental Ca: signal in parental CHO cells, OX1R antagonist counter-screen. parental CHO-K1, ATP-induced calcium, Fluo-8 fluorescence. inhibition, % at 5.6 µM. actives 0.63% (n = 330,000). AID 463079;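 active = inhibition above that plate's mean sample inhibition plus 3 SD, cut at about 26% in these data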;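 note: 0% = ATP-challenged DMSO wells and 100% = DMSO wells without ATP; some compounds past the cut are filed as inactive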
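Test system: parental CHO cells; detection: calcium-sensitive Fluo-8 fluorescence; evaluation: percent inhibition of calcium signal; also added: ATP as calcium-mobilizing challenge; repeats: one well per compound; control set: ATP-challenged DMSO wells low, unchallenged DMSO wells high; compound: single nominal dose of 5.6 µM per compound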
M1 PAM parental: M1 PAM counterscreen hit in parental CHO-K1 cells; actives 0.02% (n = 360,000); ATP EC20, Fluo-8 calcium fluorescence; 0% at ATP EC20, 100% at ATP max; activation, % at 3 µM; AID 602247;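 active = activation above the run cutoff, the mean activation of all test compounds plus 3 SD, cut at about 40% in these data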;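 note: peak over basal fluorescence ratio in a 140 s read after ATP addition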
The depositor's hits bear a star; nt = no result given.

Preview (two entries):
Screens in order: CHRM1 agonist, CHO-K1 Ca antag, TAAR1 antag, M1 antag, OXTR potentiator, TAAR1 ag, M1 ag parental, CHO parental Ca, M1 PAM parental
Cc1csc(=O)n1CCC(=O)OCC(=O)Nc1cccc(C#N)c1
→ -3, -3, 7, -5, -2, 2, 5.5, -4, 5
CCC(c1nnnn1CCc1ccccc1)N(Cc1ccco1)Cc1cc2cc(C)cc(C)c2[nH]c1=O (stereo not given)
→ -3, -1, 3, -28, -11, -1, 0.7, -23, 11

This part in full, from the first entry:
Screens in order: CHRM1 agonist, CHO-K1 Ca antag, TAAR1 antag, M1 antag, OXTR potentiator, TAAR1 ag, M1 ag parental, CHO parental Ca, M1 PAM parental
Cc1csc(=O)n1CCC(=O)OCC(=O)Nc1cccc(C#N)c1
→ -3, -3, 7, -5, -2, 2, 5.5, -4, 5
CCC(c1nnnn1CCc1ccccc1)N(Cc1ccco1)Cc1cc2cc(C)cc(C)c2[nH]c1=O (stereo not given)
→ -3, -1, 3, -28, -11, -1, 0.7, -23, 11
CCc1c(C)nc(N)n2c(SCC(=O)N3CCCc4ccccc43)nnc12
→ -6, -13, -1, 0, -6, 9, 1.4, -3, 22
COc1ccc(S(=O)(=O)N(C)CC(=O)NCc2ccco2)cc1OC
→ 5, -13, 1, -21, 2, 1, -0.1, -6, -5
Cc1ccc2cc(CCNC(=O)c3cccs3)c(=O)[nH]c2c1C
→ 0, 4, 2, -5, -7, 4, 1.7, -26, 18
CC(C)C[C@@H](COCc1ccc(C(F)(F)F)cc1)N1CCN(C(=O)c2ccc(C(F)(F)F)cc2)CCC1=O
→ nt, -15, 3, nt, nt, -1, 1.8, nt, 9
CSCC(CO)NS(=O)(=O)c1ccc(C)cc1 (stereo not given)
→ -3, -6, 0, -9, -4, 3, -0.3, 5, 3
Cc1ccc(S(=O)(=O)N2CCCCC2)cc1NC(=O)CN1C(=O)CN(C)C1=O
→ -8, -14, 5, -10, -1, 1, 1.5, -8, 16
O=c1c2ccccc2nnn1CSc1nnc(Nc2ccccc2)s1
→ 0, 3, 0, 6, -3, 16, -0.5, -19, -1
COc1ccc(Cl)cc1NC(=O)CSc1nnc(COc2ccccc2)n1C
→ -7, -22, -20, -5, -6, -3, 6.7, -11, 21
COc1ccc(CCN(Cc2nc3ccccc3c(=O)[nH]2)C(=O)C2CC2)cc1
→ 3, 3, 2, 3, -14, 6, 1.7, -11, -2
O=C(c1ccco1)c1cc2c(ccc3ccccc32)oc1=O
→ -5, -8, 17, -1, -1, 11, 1.1, 3, 25
CCOc1cc(C)c(S(=O)(=O)N2CCCC2)cc1C
→ -4, 20, -13, 5, -5, 10, -0.4, -11, -6
Cc1cccc(C(=O)N2CCc3cc(-c4nc(NC(=O)CN5CCCC5)sc4C)ccc32)c1
→ -9, -12, -22, -8, -6, -1, 0.3, -15, -5
CCC(=O)Oc1ccc(C(=O)Nc2cccc(C(=O)NCC(C)C)c2)cc1
→ 6, 12, 10, 9, 4, 3, 1.3, -13, -9
COc1ccc(/C=C2\C(=O)OCc3cc(OC)c(OC)cc32)cc1OC
→ -3, 4, 21, -7, 2, 0, 0.6, 1, 7
CCCCN(C(=O)/C=C/c1ccccc1)C1CCS(=O)(=O)C1 (stereo not given)
→ -2, 8, -22, -7, -1, 16, 0.0, -13, -12
COc1ccc(CN(C(=O)c2cc3ccccc3oc2=O)C2CCS(=O)(=O)C2)cc1 (stereo not given)
→ -1, -1, -6, -7, -4, 15, 2.5, -6, 8
C[C@H](CO)N1C[C@H](C)[C@@H](CN(C)C(=O)Nc2ccc(C(F)(F)F)cc2)Oc2c(NC(=O)Nc3ccc4c(c3)OCO4)cccc2C1=O
→ 2, 3, 33, -16, -1, 8, 0.6, -17, 6
COc1ccc(C(=O)COC(=O)c2nc3nccc(C)n3n2)cc1F
→ -4, -12, -34, -1, -6, 1, 0.9, -18, 5

Additional entries.
Screens in order: CHRM1 agonist, CHO-K1 Ca antag, TAAR1 antag, M1 antag, OXTR potentiator, TAAR1 ag, M1 ag parental, CHO parental Ca, M1 PAM parental
Cc1cc2c(cc1[N+](=O)[O-])NC(CNC(C)C)CC2 (stereo not given)
→ -8, -8, -13, -8, -19, 1, 2.5, -18, 5
COc1cccc(OCC(=O)N(Cc2nc(-c3ccc(Cl)cc3)no2)C(C)C)c1
→ -2, -4, -20, -9, -8, 1, -0.1, -16, 10
N=c1c2c(-c3ccccc3)c(-c3ccccc3)oc2ncn1Cc1ccco1
→ -3, 0, -25, 7, -11, 7, 1.2, -22, 14
CC(C)CN(C(=O)CSc1nnc(-c2cccs2)n1N)c1c(N)n(Cc2ccccc2)c(=O)[nH]c1=O
→ -3, 3, -6, -4, -12, 2, 1.8, 2, -3
COc1ccc(CCNC(=O)CCCn2c(=O)[nH]c3cc(OC)c(OC)cc3c2=O)cc1OC
→ -3, -4, 3, -16, -19, 10, 0.1, -4, 14
Cc1ccc(CCNC(=O)c2cc(-c3ccncc3)nc3ccccc23)cc1
→ -5, -1, 34, -5, -5, 3, 3.1, -9, 0
CNC(=O)c1[nH]cnc1C(=O)Nc1cccc(OC)c1
→ -4, 1, 5, 1, -18, 5, 1.7, -13, 11
CC(C)N=C(NS(=O)(=O)c1cccs1)c1ccccc1
→ -1, -13, -37, -16, 2, 0, 1.4, 4, 11
O=C(O)c1ccc(N/N=C/c2ccc(-c3cccc(Cl)c3)o2)cc1
→ 6, -3, 31, 4, -11, 35, 4.2, 1, 0
COC(Cn1c(C)c(C(C)=O)c(C(C)=O)c1C)OC
→ 1, -22, -16, -24, 2, 13, 0.5, -12, 21
COc1ccc(C(C)NC(=O)c2ccncc2)cc1 (stereo not given)
→ 0, -1, -12, -24, 3, 4, 0.4, 0, 4
Cn1c(=O)n(C)c2cc(S(=O)(=O)N3CCN(c4ccccc4)CC3)ccc21
→ -2, -4, 11, -11, 2, 1, 0.8, -2, 12
CCOC(=O)C1CCCN(c2cc(C)nc3cc(-c4ccc(F)cc4)nn23)C1 (stereo not given)
→ 46*, -22, 28, 24, 1, 43*, 0.2, -21, 22
Cc1ccc(Nc2nnc(SCC(=O)NCC3CCCO3)s2)cc1 (stereo not given)
→ -3, -5, 12, -8, -2, -2, -0.2, -8, 2
CC(C)CCOc1ccc(C(=O)N2CCCC2C(=O)O)cc1 (stereo not given)
→ 1, 2, 6, 0, 0, 3, -0.1, 4, 11
CCOC(=O)N1CCN(C(=O)c2oc3ccc(S(=O)(=O)N4CCCCCC4)cc3c2C)CC1
→ 0, -6, 2, 0, -7, 11, 0.8, -41, -1
COc1ccccc1N1CCN(C(=O)C(=O)c2c(C)[nH]c3ccccc23)CC1
→ 1, 6, 26, 10, -7, 13, 7.3, -2, -22
Nc1nc(NS(=O)(=O)c2ccc(Cl)cc2)nn1-c1ccccc1
→ -1, 3, 2, -7, 1, 0, -0.1, -18, -8
Cc1ccccc1C(=O)N1CCN(c2ccc(NC(=O)c3cccnc3)cc2)CC1
→ -4, 7, 3, 2, -5, 2, 1.1, -10, -1
O=C(c1ccco1)N1CCN(C(=O)c2[nH]c(C(F)(F)F)nc2-c2ccccc2)CC1
→ -2, -10, 6, -28, nt, 1, 0.6, nt, 10

Further results follow.
SMILES | CHRM1 agonist | CHO-K1 Ca antag | TAAR1 antag | M1 antag | OXTR potentiator | TAAR1 ag | M1 ag parental | CHO parental Ca | M1 PAM parental
COC(=O)c1ccccc1NC(=O)NCc1c(C)nn(C)c1C | -4 | -26 | -24 | 11 | 2 | 2 | 1.3 | -7 | 21
COCc1cc(=O)[nH]c2cc(NC(=O)C(C)(C)CCl)c(C)cc12 | -4 | -10 | -1 | -12 | 2 | 1 | 0.3 | -8 | 14
O=C(CN1CCCCC1)Nc1ccc(NC(=O)c2ccc(Cl)cc2)cc1Cl | -2 | -11 | -8 | -7 | -5 | 0 | -0.5 | -1 | 20
Cc1cccc(N(CC(=O)NCCSc2ccccn2)S(=O)(=O)c2ccccc2)c1 | -5 | 6 | 36 | 15 | -14 | 9 | 4.5 | -29 | 9
CC1(C)CC(=O)c2sc(NC(=O)c3ccco3)nc2C1 | 0 | 4 | 14 | 5 | -5 | 5 | 0.2 | -7 | 0
COc1cc2c(cc1NC(=O)CSc1nnc(Cc3cccs3)n1C)oc1ccccc12 | -6 | -2 | -21 | -10 | -5 | -4 | 0.1 | -30 | 16
Cc1noc2ncnc(SCc3ccc(C(F)(F)F)cc3)c12 | -5 | 0 | 7 | 2 | -12 | -1 | 0.4 | -12 | 21
CNc1ccc(Cl)cc1C(N)=O | -2 | -3 | -31 | -1 | -2 | 2 | 0.7 | 3 | -14
O=S(=O)(NCCN1CCOCC1)c1ccc2c(c1)OCCO2 | -7 | -5 | 2 | -5 | -4 | 3 | 0.6 | -8 | 19
Cc1nn(Cc2cccc(F)c2)c(C)c1NC(=O)c1c([N+](=O)[O-])c(C)nn1C | -4 | -12 | 21 | -3 | -4 | 8 | 1.5 | -5 | 26

(further entries)
SMILES | CHRM1 agonist | CHO-K1 Ca antag | TAAR1 antag | M1 antag | OXTR potentiator | TAAR1 ag | M1 ag parental | CHO parental Ca | M1 PAM parental
Cc1cc(-n2c(C)cc(C(=O)COc3cccnc3[N+](=O)[O-])c2C)no1 | -1 | 4 | -5 | -12 | nt | 2 | -0.1 | nt | 6
COC(=O)[C@H](C)NC(=O)NCc1ccco1 | -1 | -17 | nt | 0 | 1 | nt | 0.5 | -1 | 19
N#CC12C(=O)NC(=O)C1(C#N)C21CCCC1 (stereo not given) | -2 | -12 | -20 | -13 | nt | 8 | 0.7 | nt | 17
CC(=O)OCC(OC(C)=O)C(OC(C)=O)C(OC(C)=O)C(=O)Nc1ccccc1 (stereo not given) | -1 | -1 | 10 | 4 | -17 | 3 | 0.3 | -9 | 11
Cc1ccc(N(CC(=O)NCc2ccccn2)S(=O)(=O)c2ccccc2)cc1Cl | -3 | -1 | -20 | -13 | nt | -1 | 0.5 | nt | -8

An excerpt from above in order of molecular weight, descending:
SMILES | CHRM1 agonist | CHO-K1 Ca antag | TAAR1 antag | M1 antag | OXTR potentiator | TAAR1 ag | M1 ag parental | CHO parental Ca | M1 PAM parental
Cc1ccc(N(CC(=O)NCc2ccccn2)S(=O)(=O)c2ccccc2)cc1Cl | -3 | -1 | -20 | -13 | nt | -1 | 0.5 | nt | -8
CC(=O)OCC(OC(C)=O)C(OC(C)=O)C(OC(C)=O)C(=O)Nc1ccccc1 (stereo not given) | -1 | -1 | 10 | 4 | -17 | 3 | 0.3 | -9 | 11
N#CC12C(=O)NC(=O)C1(C#N)C21CCCC1 (stereo not given) | -2 | -12 | -20 | -13 | nt | 8 | 0.7 | nt | 17
